Assay outcomes (PubChem BioAssay)
Shn3 3UTR inh: reduction of Shn3 3'UTR firefly luciferase signal, primary screen, Schnurri-3 inhibitor project, cell-based, Clone20 osteoblasts, set 2; Clone20 osteoblast Shn3 3'UTR firefly luciferase, 24 h; inhibition, % at 12.5 µM; 360,000 tested, 0.52% active;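 active = mean inhibition of at least 75% with every replicate also reaching 75%; inconclusive = mean inhibition at least 75% but some replicate below; inactive = mean inhibition below 75%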;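 also: 0% = median of neutral control wells and 100% = pilot-screen positive control compound; some compounds past the cut are filed as inactive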
CaV13 ICDI inh: Primary screen for inhibitors of IQ motif and Ca2+-dependent inactivation inhibitor domain binding in CACNA1D, Förster resonance energy transfer in living cells, …; 340,000 tested, 0.098% active; AID 743397; HEK cells, CFP/YFP FRET ICDI-IQ, plate reader, 10 min; percent FRET-ratio fall versus neutral wells; inhibition, % at 12.3 µM;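 active = mean replicate inhibition of at least 30% and at least 1% of replicates passing that level; inconclusive = only one of the two criteria is met; inactive = neither criterion is met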;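 also: 0% = median of the neutral control wells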
PDI turbidity: inhibitors of human PDI, primary screen, biochemical, turbidity, single point, plate reader; inhibition, % at 10 µM; PDI insulin aggregation turbidity, A650, 90 min; 350,000 tested, 0.052% active;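 active = mean inhibition across replicates of 30% or more, whatever share of single replicates reach that level; inconclusive = mean inhibition below 30% while every single replicate reaches 30%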;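 also: absorbance from insulin aggregation driven by PDI reduction with DTT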
Target sequence (P07237 whole entry, looked up): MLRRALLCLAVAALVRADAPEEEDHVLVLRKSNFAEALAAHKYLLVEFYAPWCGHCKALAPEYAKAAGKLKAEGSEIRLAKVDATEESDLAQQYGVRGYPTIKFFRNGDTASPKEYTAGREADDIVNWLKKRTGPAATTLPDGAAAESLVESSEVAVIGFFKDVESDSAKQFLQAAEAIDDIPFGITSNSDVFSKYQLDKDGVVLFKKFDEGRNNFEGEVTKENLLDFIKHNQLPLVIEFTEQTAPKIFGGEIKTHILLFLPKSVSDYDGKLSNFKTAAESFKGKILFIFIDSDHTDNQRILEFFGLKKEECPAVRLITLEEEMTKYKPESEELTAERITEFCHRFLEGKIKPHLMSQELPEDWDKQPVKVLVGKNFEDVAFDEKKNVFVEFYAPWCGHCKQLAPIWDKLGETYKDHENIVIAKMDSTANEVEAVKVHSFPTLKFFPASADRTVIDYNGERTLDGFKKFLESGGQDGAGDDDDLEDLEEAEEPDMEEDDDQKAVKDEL
Peg3 promoter: Peg3 promoter-driven luciferase inhibitors, primary screen, cell-based, HeLa, luciferase luminescence; HeLa PEG-Prom luciferase reporter, overnight; 360,000 tested, 1.7% active; inhibition, % at 20 µM;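 active = inhibition of at least 50% at 20 µM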
NR2E3 ag-1: NR2E3 agonists in two-hybrid cells, primary screen, cell-based, luminescence, CHO-S, Gal4-NCOR/VP16-NR2E3; luciferase; inhibition of corepressor binding, % at 3.98 µM; 360,000 tested, 0.35% active; AID 602229, 2012;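 active = inhibition above the mean of all tested compounds plus 3 SD, cut at about 70% in these data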;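 also: 0% = DMSO with NR2E3 transfected cells and 100% = cells lacking NR2E3 construct; higher means lower luciferase signal from less NR2E3 corepressor binding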
Target sequence (Q9Y5X4 whole entry, looked up, the tested form may be a part): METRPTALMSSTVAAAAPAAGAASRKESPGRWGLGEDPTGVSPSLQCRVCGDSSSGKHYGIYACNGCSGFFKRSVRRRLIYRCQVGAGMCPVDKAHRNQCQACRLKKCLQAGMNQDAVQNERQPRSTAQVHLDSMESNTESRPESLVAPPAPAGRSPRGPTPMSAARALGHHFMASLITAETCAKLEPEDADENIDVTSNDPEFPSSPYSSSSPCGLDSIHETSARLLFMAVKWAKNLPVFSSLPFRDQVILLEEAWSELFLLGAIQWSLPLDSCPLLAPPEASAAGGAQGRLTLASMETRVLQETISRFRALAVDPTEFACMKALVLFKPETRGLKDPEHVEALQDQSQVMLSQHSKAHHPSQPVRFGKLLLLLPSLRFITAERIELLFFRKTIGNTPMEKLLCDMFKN
KKLEB tox: cytotoxicity in KKLEB CF airway cells, primary screen, cytotoxicity control for CF NF-kB inhibitor project, cell-based, uHTS, fluorescence assay plates. 360,000 tested, 0.36% active. AID 602141, 2011. activity change (cytotoxicity), % at 5 µM. KKLEB CF airway cells viability, ATPlite luminescence, overnight; active compounds read low; cells stimulated with P. aeruginosa culture filtrate;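 active = corrected activity change at or below -50% at 5 µM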
NR2E3 ag-2: inhibitors of NR2E3-RetCOR corepressor binding, primary screen, NR2E3 agonist project, biochemical, TR-FRET, GST-NR2E3, biotin-RetCOR. 1536-well. inhibition of corepressor binding, % at 4.78 µM. 320,000 tested, 0.12% active. AID 2300, 2010;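 active = percent inhibition above the cutoff of mean plus 3 SD of all tested compounds, set per screening campaign, cut at about 20% in these data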;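 also: 0% = DMSO wells and 100% = biotin wells as full block of FRET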
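Format: 1536-well format; test system: GST-NR2E3 and biotin-RetCOR proteins; read-out basis: percent inhibition of TR-FRET ratio; timing: 5 h incubation at 4 °C; detection: time-resolved FRET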
Vif imaging: HIV Vif self-association inhibitors, primary screen, imaging, HEK293T, single point; HEK293T cells, Vif self-association by quenched fluorescence, 24 h; inhibition, % at 7.49 µM; 340,000 tested, 0.35% active; in the data active = inhibition above about 50%, passing the limit was not always enough; inconclusive = no clear call, values can overlap the other calls; inactive = below about 31%; also: some results filed as inactive read as strong as hits
HIF-2a block: HIF-2a reporter inhibitors, primary screen, luminescence, 786-0 RCC cells. 786-0 RCC cells HIF-2a reporter, luciferase luminescence, overnight. 360,000 tested, 0.72% active. inhibition, % at 18.8 µM. AID 624352, 2012;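 active = inhibition of the luminescence signal of 40% or more relative to plate controls, in a single-dose primary screen at 18.75 µM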
TRPM1 prom inh: inhibitors of MITF-dependent TRPM1 promoter reporter, primary screen, cell-based, SK-MEL-5, single point, luciferase; SK-MEL-5 TRPM1 promoter luciferase, 24 h; inhibition, % at 12.5 µM; 330,000 tested, 0.83% active; AID 488899, 2010;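 active = mean inhibition across replicates of 60% or more, whatever share of single replicates reaches that level; inconclusive = some that reach 60%, reason not given; inactive = mean inhibition across replicates below 60%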; also: values of inactives mirror those of a sister screen read the other way
CF NFkB block: inhibitors of PAF-induced NF-kB signaling, primary screen, cell-based, GFP fluorescence, uHTS; KKLEB NF-kB-GFP reporter, GFP fluorescence overnight; inhibition, % at 5 µM; 360,000 tested, 0.86% active; AID 588850, 2011;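 active = at least 50% inhibition at 5 µM, scaled per plate between neutral and stimulator controls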;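 also: PAF is a Pseudomonas aeruginosa culture filtrate used as stimulus; plate controls were PAF-stimulated DMSO wells for no effect and unstimulated DMSO wells for full effect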
Starred values were filed as active, the others as inactive; ? = inconclusive; nt = not tested or not shown. Rows were taken by chance, and some 3.3% of all compounds hit somewhere here.

SMILES	Shn3 3UTR inh	CaV13 ICDI inh	PDI turbidity	Peg3 promoter	NR2E3 ag-1	KKLEB tox	NR2E3 ag-2	Vif imaging	HIF-2a block	TRPM1 prom inh	CF NFkB block
Cc1cc(F)ccc1C(O)c1ncc(-c2ccccc2C(F)(F)F)[nH]1 (stereo not drawn)	4	-10	3	-4	25	-2	nt	-7	10	nt	6
Cn1c(SCC(=O)Nc2ccccc2F)nnc1-c1cc2ccccc2o1	-37	-3	-1	-111	-5	1	1	13	-144	-26	-11
O=C(C1CCC1)N1CCN(c2ccc(C(F)(F)F)cc2[N+](=O)[O-])CC1	-9	-6	-1	-16	-1	-2	nt	-3	-17	-14	-8
CN(C)c1cc(=O)n2c(n1)SCCC2	3	-5	-2	4	-25	12	-2	1	4	3	-29
COc1ccc(CN2CCc3ccc(NC(=O)c4ccncc4)cc3C2)c(F)c1	5	-9	-4	6	8	-11	1	-4	-4	6	0
CC(CCc1ccccc1)NC(=O)C1CCN(c2nnc(-n3cccc3)s2)CC1 (stereo not drawn)	11	-6	3	-66	-7	-16	1	nt	-39	-15	16
Cc1c(C(=O)Oc2cccc3cccnc23)cccc1[N+](=O)[O-]	-8	-7	0	-32	-7	1	-4	7	-22	3	2
COc1ccccc1NS(=O)(=O)c1cc(Cl)ccc1OC	14	-5	-1	-4	-7	1	-1	14	8	-9	-16
CCN(C(=O)CCN1C(=O)c2ccccc2S1(=O)=O)c1ccccc1	10	-7	2	7	-18	-2	-1	-8	4	-4	-6
CCOC(=O)N1CCN(C(=O)C2CCN(S(=O)(=O)c3ccc(Br)s3)CC2)CC1	-1	-3	8	-14	-6	6	3	-12	2	4	-6
CCOC(=O)CSc1nn(C)c(=S)s1	4	2	-6	-4	4	14	0	8	4	9	-6
O=C(CCC(=O)Nc1ccccc1Cl)NNC(=O)c1ccco1	1	-5	-2	8	-11	-2	-3	5	14	7	12
CC(C)OC(=O)C1C(=O)CC(C)(O)C(C(=O)OC(C)C)C1c1ccc([N+](=O)[O-])cc1 (stereo not drawn)	13	-3	3	24	-17	-5	2	-2	3	1	13
O=C(Nc1cccc(F)c1)Nc1ccc2c(c1)OCO2	-26	nt	11	-276	-113	10	nt	-5	-257	-83	-1
COc1cc(C)nc(N2CCC(C(=O)NC3CCCCC3)CC2)n1	-1	-10	-8	-9	6	1	5	-7	-14	1	-14
COC(=O)c1ccc(=O)n(Cc2ccc3c(c2)OCO3)c1	13	nt	7	15	9	7	3	0	4	11	2
O=C(Nc1cnc2ccccc2c1)N1CCOCC1	-28	nt	0	-132	-43	2	0	-10	-126	-24	2
CCCC/C=C/C(NC(=O)c1ccc(-c2ccccc2)cc1)c1ccccc1 (stereo not drawn)	1	-11	-1	2	-22	-3	3	nt	4	-8	-16
CCNC(=S)N(CCc1ccccc1C)Cc1cc2cc(OC)c(OC)cc2[nH]c1=O	10	-10	-1	10	-24	-6	-2	-8	15	-6	3
O=C(CN1CCSc2ccccc21)NCCCc1ccccc1	-29	-2	8	-140	1	1	1	-3	-126	3	-8
Cn1c(=O)c2cc(NC(=O)Cc3ccccc3F)ccc2n1Cc1ccc(Cl)cc1	-8	-5	2	-30	-17	0	nt	-5	-81	nt	-4
CC(=O)N1CCCN(Cc2cn(-c3cccc(C)c3)nc2-c2cccc(F)c2)CC1	-14	0	0	-31	1	-2	1	-2	-103	-1	14
CSc1cccc(NC(=S)N(Cc2ccccc2)Cc2ccccn2)c1	30	-6	-2	10	-19	7	3	2	3	8	-11
CC1(C(=O)N2CCN(c3ccccc3)CC2)CC1(Cl)Cl (stereo not drawn)	0	-3	-3	-6	-7	-16	-6	17	20	-16	23
c1ccc(COc2ccc(Nc3ncnc4nc[nH]c34)cc2)cc1	-34	-5	-7	-219	-81	0	3	-9	-232	-78	18

(list continues)
SMILES	Shn3 3UTR inh	CaV13 ICDI inh	PDI turbidity	Peg3 promoter	NR2E3 ag-1	KKLEB tox	NR2E3 ag-2	Vif imaging	HIF-2a block	TRPM1 prom inh	CF NFkB block
CCOC(=O)c1cnc2ccccc2c1NCc1ccco1	nt	-5	-1	-9	-57	-7	-3	0	-30	-6	-12
CN(Cc1ccc(Cl)cc1)C(C(=O)NC1CCCCC1)c1cc2ccccc2o1 (stereo not drawn)	-14	-4	nt	0	-7	-12	nt	nt	-7	nt	9
Cc1ccsc1/C=N/n1c(-c2cc(-c3ccccc3)n[nH]2)n[nH]c1=S	-3	-4	-2	5	-41	-2	2	-9	11	-5	-26
COCCN1C(=O)CCC1(C)C(=O)Nc1ccc2ccccc2c1 (stereo not drawn)	-10	-10	nt	8	6	4	nt	nt	8	nt	-18
O=C1CC(c2ccc(F)cc2)Sc2ccccc2N1 (stereo not drawn)	-15	-5	-10	-50	0	-6	2	-11	-16	7	0
CC(=O)[C@@]1(O)C(C)CC2C3C=C(C)C4=Cc5c(cnn5-c5ccccc5)C[C@]4(C)C3C(O)C[C@@]21C (stereo partly drawn)	55	-4	-7	64*	-5	9	-3	-2	67*	1	88*
Cc1ccccc1NC(=O)COC(=O)CCc1nc2ccccc2c(=O)[nH]1	nt	-6	-5	10	-10	5	3	2	15	4	-7
O=C(CSc1nnc(-c2cccs2)o1)N1CCCCC1	-30	-2	nt	-208	-119	-4	1	6	-156	-70	2
COc1ccc2[nH]c(C)c(CCNC(=S)Nc3ccc(C)cc3)c2c1	22	-2	0	31	16	-2	3	-9	27	-21	2
Cc1c(C(=O)Nc2ccc(C(=O)Nc3ccccc3)cc2)cccc1[N+](=O)[O-]	7	-5	-3	14	-13	-2	5	6	0	6	8
Cc1sc2nc(C(C)Nc3ccccc3N3CCOCC3)[nH]c(=O)c2c1C (stereo not drawn)	6	-5	7	28	-29	8	2	-24	17	8	0
COc1cccc(C2=NOC(C(=O)Nc3ccc(OC)c(OC)c3)C2)c1 (stereo not drawn)	-12	-4	8	-4	-15	-2	0	-6	3	15	-11
COn1c(SCc2cccnc2)nc2ccccc2c1=O	15	nt	-5	2	-27	2	-1	2	2	10	-8
CS(=O)(=O)c1cccc(S(=O)(=O)N2CCN(c3ccccn3)CC2)c1	-35	-19	0	15	-12	1	nt	-3	18	-3	-8
CCOc1ccc(S(=O)(=O)Nc2ccncc2)c(C)c1C	-5	-4	4	7	1	12	5	11	9	2	3
Cc1cccc(-c2cc(C(=O)N3CCCc4ccccc43)c3ccccc3n2)c1	4	-3	1	-8	-29	-9	0	1	-29	12	-16
CCN(CC)c1ccc(/C=C2\CCC(/C=N/NC(=O)c3ccc(=O)n(C)c3)=C2N2CCOCC2)cc1	30	-108	10	-9	-25	9	-1	0	8	-16	-23
N#C/C(=C\c1ccc(O)c(O)c1)C(=O)NCCCc1ccccc1	4	-5	1	12	4	27	5	4	-6	16	7
CCCOc1ccc(C(=O)NCC2OCCc3ccccc32)cc1OC (stereo not drawn)	-10	-7	8	-1	-15	12	-2	-2	-8	3	-5
CSc1nsc(SC)c1C(N)=O	10	-5	7	10	1	3	1	8	17	-8	15
O=S(=O)(c1cccc2cccnc12)N1CCc2ccccc21	-3	nt	-1	11	-24	5	-3	0	14	-4	-13
CCN(c1ccccc1)S(=O)(=O)c1nnc(NC(=O)c2ccccc2OC)s1	-22	-6	20	13	-5	-11	-1	nt	-31	nt	0
O=C(NCCOC(=O)c1ccc(C(=O)OCCNC(=O)c2ccccc2)o1)c1ccccc1	7	nt	6	11	-10	10	0	14	24	14	-15
CC(=O)Nc1ccc(/C=N/Nc2nncc3ccccc23)cc1	-12	-2	1	-217	-147	-9	nt	1	-121	-51	-10
COC(=O)c1ccc(-c2ccc(OC)c([C@H]3[C@H]4C=CC[C@@H](C)[C@@H]4C(=O)N3Cc3ccccc3)c2)cc1	3	-10	0	29	-33	-12	-2	nt	24	-23	66*

Additional structures
SMILES	Shn3 3UTR inh	CaV13 ICDI inh	PDI turbidity	Peg3 promoter	NR2E3 ag-1	KKLEB tox	NR2E3 ag-2	Vif imaging	HIF-2a block	TRPM1 prom inh	CF NFkB block
CCCc1cc(=O)oc2c(C)c(OCC(=O)NCCCn3ccnc3)ccc12	-7	-4	15	0	-23	-4	1	-4	4	9	7
CCN(CC)C(=O)c1[nH]cnc1C(=O)NCc1ccc(CNC(=O)OC(C)(C)C)cc1	1	-8	9	2	10	-3	0	-3	11	-10	-12
O=C(COC(=O)CC1CC2CCC1C2)NCc1ccccc1 (stereo not drawn)	-12	-5	-1	0	16	-8	nt	?	7	-15	8
CCN1CCN(C(c2cc(OC)ccc2OC)c2nnnn2Cc2ccccc2)CC1 (stereo not drawn)	0	-5	17	13	-10	-11	2	-5	-3	-4	8
Cc1ccc(Cl)cc1N1CCN(S(=O)(=O)N2CCCCC2)CC1	-13	-4	1	15	-4	-5	3	-8	18	0	24
COc1ccc(C)cc1NC(=O)c1ccc(CN2CCc3ccccc3C2)cc1	7	-4	-3	16	19	6	nt	-8	3	-6	-12
Cc1cccc(N2CCN(C(=O)C3(S(=O)(=O)c4ccc(Cl)cc4)CC3)CC2)c1C	8	-2	9	3	-2	-16	2	-1	15	3	12
COc1ccccc1NC(=O)/C(=N/OCc1ccc(C#N)cc1)C(C)=O	3	-3	4	7	2	-4	4	10	17	-6	-30
CCOC(=O)c1ccccc1NC(=O)CN(c1ccccc1OCC)S(C)(=O)=O	-3	-4	-8	19	-14	-5	-1	-10	-1	11	-1
CCC/C=C1/CCCOC(C(=O)NCCNCCO)(C(F)(F)F)C1 (stereo not drawn)	-20	-7	1	8	-7	1	3	2	-3	0	-64
CCc1ccc(NC(=O)C(NS(=O)(=O)c2ccc3c(c2)CCN3C(C)=O)C(C)C)cc1 (stereo not drawn)	-6	-7	-5	-3	2	-2	0	13	14	1	14
COc1cc(C(=O)NNC(=O)C2CC=CCC2C(=O)O)cc(OC)c1OC (stereo not drawn)	-18	-3	0	-2	-16	3	-5	11	-51	-3	-1
CC(=O)c1sc(N/N=C\c2ccc(C)cc2)nc1C	-81	-10	4	-299	-110	8	0	5	-266	-86	-9
